# Bioassay records as filed in PubChem BioAssay.
# p53 PUMA act = restores mutant p53 pathway signaling in SW480 cells | SW480 PUMA-promoter luciferase, p53 mutant reactivation | activation, % at 9.98 µM | 28,000 tested, 1.5% active | AID 624151; in the data active = activation above about 52%; inconclusive = no clear call, values can overlap the other calls
# STK33 inh = inhibitors of human STK33 kinase; AID 2322; 27,000 tested, 0.44% active; ADP-Glo luminescence, MBP substrate; Q9BYT3; inhibition, % at 12.5 µM; in the data active = inhibition above about 20%; inconclusive = no clear call, values can overlap the other calls
# Target sequence (Q9BYT3 whole entry, looked up): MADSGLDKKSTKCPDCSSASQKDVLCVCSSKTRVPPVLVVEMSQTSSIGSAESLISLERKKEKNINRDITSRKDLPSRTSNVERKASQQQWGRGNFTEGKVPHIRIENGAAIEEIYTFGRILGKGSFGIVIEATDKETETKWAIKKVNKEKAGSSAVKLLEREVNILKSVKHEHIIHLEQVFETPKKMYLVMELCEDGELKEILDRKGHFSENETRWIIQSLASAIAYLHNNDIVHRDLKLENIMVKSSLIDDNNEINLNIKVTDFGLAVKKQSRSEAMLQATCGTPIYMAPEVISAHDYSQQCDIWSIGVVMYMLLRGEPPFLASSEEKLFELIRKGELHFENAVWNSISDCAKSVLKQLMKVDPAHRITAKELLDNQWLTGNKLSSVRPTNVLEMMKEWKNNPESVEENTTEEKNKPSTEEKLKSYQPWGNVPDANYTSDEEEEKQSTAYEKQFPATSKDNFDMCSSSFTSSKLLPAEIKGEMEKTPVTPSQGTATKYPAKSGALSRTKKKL
# Starred values were filed as active, the others as inactive; ? = inconclusive; nt = no result given.
SMILES,p53 PUMA act,STK33 inh
CCn1c(SCC(=O)N2CCc3ccccc32)nnc1-c1ccco1,23,4
CCCNC(=O)N(C)C[C@H]1Oc2ncc(-c3ccncc3)cc2C(=O)N([C@@H](C)CO)C[C@H]1C,4,nt
Cn1c(NCCCN)nc2c1c(=O)n(Cc1ccccc1Cl)c(=O)n2C,-12,-1
C[C@H](CO)N1C[C@H](C)[C@H](CN(C)Cc2ccc3c(c2)OCO3)Oc2cc(-c3cccc(C(=O)N(C)C)c3)ccc2S1(=O)=O,-21,nt
Cc1ccc(S[C@]2(C(=O)NC(C)C)CC(=O)N(C3CCCCC3)[C@@H]2c2ccc(CO)cc2I)cc1,nt,0
Cc1noc(C)c1NC(=O)Nc1cccc2c1O[C@@H](CN(C)S(C)(=O)=O)[C@@H](C)CN([C@@H](C)CO)C2=O,nt,4
COc1cc(CO)cc(I)c1OCc1cccc([N+](=O)[O-])c1,3,1
COc1ccc(S(=O)(=O)N(C)CC(=O)Nc2cc(Cl)ccc2OC)cc1C,42,-1
CCN1C(=O)C(=Cc2c(O)n(CC)c(=O)n(CC)c2=O)C(=O)N(CC)C1=O,nt,-2
CCCNC(=O)N(C)C[C@H]1Oc2cc(C#Cc3cccc(F)c3)ccc2S(=O)(=O)N([C@@H](C)CO)C[C@@H]1C,-26,nt
O=c1c(-c2ccc(O)cc2)coc2cc(O)cc(O)c12,53*,9
C[C@@H]1CN([C@H](C)CO)C(=O)c2cc(NS(=O)(=O)c3ccc(Cl)cc3)ccc2O[C@@H]1CN(C)C(=O)NC1CCCCC1,10,nt
O=C1C(=O)N(Cc2ccco2)C(c2cccc(O)c2)C1C(=O)c1ccco1 (configuration not stated),-15,2
C[C@@H]1CN([C@@H](C)CO)C(=O)c2cc(NC(=O)Nc3ccc(F)cc3)ccc2O[C@@H]1CN(C)S(=O)(=O)c1ccc(F)cc1,nt,2
CNC[C@@H]1Oc2c(NS(=O)(=O)c3c(C)noc3C)cccc2C(=O)N([C@H](C)CO)C[C@H]1C,0,nt
C[C@@H]1CN([C@H](C)CO)C(=O)Cc2cc(NS(=O)(=O)c3cccs3)ccc2O[C@@H]1CN(C)S(=O)(=O)c1ccccc1,11,2
COCCOC(=O)N1C(=O)[C@@]2(c3ccccc31)[C@H](c1ccc(OCCO)cc1)N1[C@H](c3ccccc3)[C@H](c3ccccc3)OC(=O)[C@H]1[C@@H]2C(=O)NC[C@H](O)c1ccccc1,nt,?
C[C@H](CO)N1C[C@H](C)[C@@H](CN(C)C(=O)Cc2ccccc2)OCCCC[C@H](C)Oc2ccc(NS(C)(=O)=O)cc2C1=O,8,nt
Cc1noc(C)c1NC(=O)N(C)C[C@@H]1Oc2c(NC(=O)c3ccc(-c4nccs4)cc3)cccc2C(=O)N([C@H](C)CO)C[C@H]1C,10,nt
Cc1ccccc1-c1ccc2c(c1)O[C@H](CN(C)C(=O)Nc1ccc(C(F)(F)F)cc1)[C@@H](C)CN([C@@H](C)CO)S2(=O)=O,-51,nt
Cc1nn(CC(=O)NCc2ccccc2Cl)c(C)c1[N+](=O)[O-],12,-1
COc1ccc(NC(=O)O[C@H](c2ccc(OCCO)cc2)[C@@H](CCO)OC)cc1,nt,-7
Cc1noc(C)c1C(=O)NCCCN1CCCC1=O,6,1
COc1ccc(S(=O)(=O)N(C)C[C@@H]2Oc3ccc(NS(=O)(=O)c4ccc(C)cc4)cc3C(=O)N([C@H](C)CO)C[C@@H]2C)cc1,nt,2
CC(=O)Oc1ccccc1N(C(C)=O)S(=O)(=O)c1ccc2ccccc2c1,21,-1
COCCOC(=O)N1C(=O)[C@@]2(c3ccccc31)[C@H](c1ccccc1OCCO)N1[C@H](c3ccccc3)[C@H](c3ccccc3)OC(=O)[C@H]1[C@@H]2C(=O)NC[C@H](O)c1ccccc1,nt,15
COc1ccc(NC(=O)N(C)C[C@@H]2OCCCC[C@@H](C)Oc3ccc(NC(=O)c4ccccc4)cc3C(=O)N([C@H](C)CO)C[C@@H]2C)cc1,nt,0
CC1=C(C(=O)Nc2ccc(Cl)cc2)C(c2cccc(F)c2)n2nc(CCCO)nc2N1 (configuration not stated),4,-3
C[C@@H]1CCCCO[C@H](CN(C)S(=O)(=O)c2cccs2)[C@@H](C)CN([C@H](C)CO)C(=O)c2cc(NC(=O)Cc3ccccc3)ccc2O1,-10,2
C[C@H](CO)N1C[C@H](C)[C@@H](CN(C)S(=O)(=O)c2cccs2)Oc2c(NS(=O)(=O)c3ccc(Cl)cc3)cccc2C1=O,1,nt
Cc1noc(C)c1NC(=O)N(C)C[C@@H]1Oc2ccc(N(C)C)cc2CC(=O)N([C@@H](C)CO)C[C@H]1C,8,nt
CNC[C@H]1Oc2ccc(NC(=O)C3CCCCC3)cc2CC(=O)N([C@H](C)CO)C[C@H]1C,nt,-4
Cc1noc(C)c1NC(=O)Nc1ccc2c(c1)C(=O)N([C@H](C)CO)C[C@H](C)[C@@H](CN(C)S(=O)(=O)c1c(C)noc1C)OCCCC[C@@H](C)O2,0,0
CC(C)NC(=O)N(C)C[C@@H]1Oc2ccc(NC(=O)CCCN(C)C)cc2CC(=O)N([C@H](C)CO)C[C@@H]1C,-5,0
O=C(CSc1n[nH]c(-c2ccccc2)n1)Nc1cccc(C(F)(F)F)c1,-7,-1
CCNc1nc(NCC)nc(OCC#N)n1,0,-3
C[C@@H]1CCCCO[C@@H](CN(C)CC2CCCCC2)[C@@H](C)CN([C@H](C)CO)C(=O)c2cc(NC(=O)c3ccccc3)ccc2O1,nt,1
C[C@@H]1CCCCO[C@@H](CN(C)Cc2ccc3c(c2)OCO3)[C@H](C)CN([C@@H](C)CO)C(=O)c2cc(NS(=O)(=O)c3cn(C)cn3)ccc2O1,-6,nt
C[C@@H]1CN([C@H](C)CO)C(=O)Cc2cc(NC(=O)Nc3ccccc3)ccc2O[C@@H]1CN(C)C(=O)NC1CCCCC1,9,-2
CCOc1ccc(S(=O)(=O)NCc2ccccn2)cc1,13,9
O=C(Nc1ccc2c(c1)[C@H]1C[C@@H](CC(=O)N3CCCCC3)O[C@H](CO)[C@H]1O2)C1CCC1,3,nt
COc1ccccc1Nc1nc(N)nc(CN(C)C2CCCCC2)n1,13,-2
COc1ccc(NC(=O)N(C)C[C@@H]2Oc3ccc(NS(=O)(=O)c4c(C)noc4C)cc3CC(=O)N([C@H](C)CO)C[C@@H]2C)cc1,nt,-1
CCOC(=O)c1nnn(-c2nonc2-n2cccc2)c1C,18,0
CCOC(=O)N1CCC(=C2c3ccc(Cl)cc3CCc3cccnc32)CC1,nt,2
Cc1ccc(S(=O)(=O)NCCSc2nnc(Nc3ccccc3)s2)cc1,6,6
C[C@H](CO)N1C[C@H](C)[C@@H](CN(C)C(=O)Nc2cccc3ccccc23)Oc2ccc(NC(=O)c3ccncc3)cc2C1=O,nt,2
C[C@@H]1CN([C@@H](C)CO)C(=O)c2cc(NS(=O)(=O)c3cn(C)cn3)ccc2O[C@H]1CN(C)Cc1ccccc1,5,nt
CCCCN1C(=O)C(O)(CC(=O)c2ccco2)c2ccccc21 (configuration not stated),16,-3
CCOc1cc(S(=O)(=O)NCc2cccnc2)c(C)cc1C,-5,1
C[C@@H]1CCCCO[C@@H](CN(C)Cc2ccncc2)[C@@H](C)CN([C@H](C)CO)C(=O)c2cc(NC(=O)Nc3cccc4ccccc34)ccc2O1,nt,-7
C[C@@H]1CN([C@@H](C)CO)C(=O)Cc2cc(NC(=O)Nc3ccc(F)cc3)ccc2O[C@@H]1CN(C)S(=O)(=O)c1ccc(Cl)cc1,nt,0
C[C@@H]1CN([C@H](C)CO)C(=O)c2cc(-c3ccccc3)cnc2O[C@H]1CN(C)C,0,nt
Cc1noc(C)c1NC(=O)Nc1ccc2c(c1)C(=O)N([C@H](C)CO)C[C@H](C)[C@H](CN(C)Cc1ccncc1)OCCCC[C@@H](C)O2,nt,4
CC(C)NC(=O)N(C)C[C@H]1Oc2ncc(-c3cccc(C#N)c3)cc2C(=O)N([C@H](C)CO)C[C@H]1C,-6,nt
CC(C)NC(=O)N(C)C[C@@H]1OCCCC[C@H](C)Oc2ccc(NC(=O)C3CCCCC3)cc2C(=O)N([C@H](C)CO)C[C@@H]1C,3,nt
C[C@@H]1CN([C@H](C)CO)C(=O)CCCn2nncc2CO[C@@H]1CN(C)Cc1ccccc1,-4,-1
C[C@H](CO)N1C[C@H](C)[C@H](CN(C)C(=O)Nc2ccc3c(c2)OCO3)Oc2ccc(N(C)C)cc2CC1=O,0,-3
CC(=O)OC(C[C@@]1(C)[C@H](C)[C@H](OC(C)=O)C[C@@]23COC(=O)C2=CCC[C@@H]31)c1ccoc1 (some centres not stated),nt,-6
Cc1cccc(-c2nnc(SCC(=O)c3ccccc3)n2-c2ccccc2)c1,4,1

# An excerpt from above in order of length of the SMILES, lowest first.
SMILES,p53 PUMA act,STK33 inh
O=c1c(-c2ccc(O)cc2)coc2cc(O)cc(O)c12,53*,9
CCn1c(SCC(=O)N2CCc3ccccc32)nnc1-c1ccco1,23,4
Cc1nn(CC(=O)NCc2ccccc2Cl)c(C)c1[N+](=O)[O-],12,-1
CC(=O)Oc1ccccc1N(C(C)=O)S(=O)(=O)c1ccc2ccccc2c1,21,-1
CNC[C@@H]1Oc2c(NS(=O)(=O)c3c(C)noc3C)cccc2C(=O)N([C@H](C)CO)C[C@H]1C,0,nt
CCCNC(=O)N(C)C[C@H]1Oc2cc(C#Cc3cccc(F)c3)ccc2S(=O)(=O)N([C@@H](C)CO)C[C@@H]1C,-26,nt
CC(=O)OC(C[C@@]1(C)[C@H](C)[C@H](OC(C)=O)C[C@@]23COC(=O)C2=CCC[C@@H]31)c1ccoc1 (some centres not stated),nt,-6
Cc1noc(C)c1NC(=O)Nc1cccc2c1O[C@@H](CN(C)S(C)(=O)=O)[C@@H](C)CN([C@@H](C)CO)C2=O,nt,4
C[C@@H]1CN([C@H](C)CO)C(=O)Cc2cc(NC(=O)Nc3ccccc3)ccc2O[C@@H]1CN(C)C(=O)NC1CCCCC1,9,-2
C[C@H](CO)N1C[C@H](C)[C@@H](CN(C)C(=O)Nc2cccc3ccccc23)Oc2ccc(NC(=O)c3ccncc3)cc2C1=O,nt,2
Cc1noc(C)c1NC(=O)N(C)C[C@@H]1Oc2c(NC(=O)c3ccc(-c4nccs4)cc3)cccc2C(=O)N([C@H](C)CO)C[C@H]1C,10,nt
C[C@@H]1CCCCO[C@@H](CN(C)Cc2ccncc2)[C@@H](C)CN([C@H](C)CO)C(=O)c2cc(NC(=O)Nc3cccc4ccccc34)ccc2O1,nt,-7

# Other structures
SMILES,p53 PUMA act,STK33 inh
C[C@H]1CN([C@@H](C)CO)C(=O)Cc2cc(NC(=O)Nc3cccc4ccccc34)ccc2O[C@@H]1CN(C)C(=O)NC1CCCCC1,6,0
CC1(C)Oc2ccc3ccc(=O)oc3c2[C@@H](O)[C@H]1O[C@@H]1O[C@H](CO)[C@@H](O)[C@H](O)[C@H]1O,4,1
C[C@@H]1CN([C@@H](C)CO)C(=O)Cc2cc(NS(=O)(=O)c3cccs3)ccc2O[C@H]1CN(C)C(=O)Nc1ccc(C(F)(F)F)cc1,8,nt
O=C(c1ccc(Oc2ccccc2)cc1)c1nc2c(n1O)CCCC2,30,nt
COC(=O)c1ccccc1NC(=O)CNC(=O)c1cccs1,32,-3
Cc1ccc(S(=O)(=O)CCC(=O)Nc2cccc(Cl)c2)cc1,4,0
CCOC(=O)c1cnc2c(C)cc(Cl)cc2c1NCCN1CCOCC1,14,-1
COc1ccc(CN(C)C[C@H]2OCCCC[C@@H](C)Oc3ccc(NS(=O)(=O)c4cn(C)cn4)cc3C(=O)N([C@H](C)CO)C[C@@H]2C)cc1,nt,3
Cc1cc(C)c(NC(=O)CSc2nncc3ccccc23)c([N+](=O)[O-])c1,-6,-6
COCC#Cc1cnc2c(c1)C(=O)N([C@H](C)CO)C[C@H](C)[C@@H](CN(C)Cc1ccccc1F)O2,10,nt
Cc1ccc2c(CC(=O)NCc3ccco3)coc2c1C,-24,-3
C[C@@H]1CCCCO[C@@H](CN(C)CC2CCCCC2)[C@@H](C)CN([C@H](C)CO)C(=O)c2cc(NC(=O)Cc3ccccc3)ccc2O1,nt,6
Cc1noc(C)c1S(=O)(=O)Nc1ccc2c(c1)CC(=O)N([C@H](C)CO)C[C@@H](C)[C@H](CN(C)Cc1ccncc1)O2,nt,1
CC(C)NC(=O)Nc1ccc2c(c1)CC(=O)N([C@@H](C)CO)C[C@H](C)[C@H](CN(C)S(=O)(=O)c1ccc(F)cc1)O2,nt,4
O=C(O)CSc1nnc(-c2cccs2)n1-c1cccc(C(F)(F)F)c1,2,-4
C[C@@H]1CN([C@H](C)CO)C(=O)Cc2cc(NS(=O)(=O)c3ccc(F)cc3)ccc2O[C@H]1CN(C)S(=O)(=O)c1cccs1,nt,-5
O=C1C(=O)N(CCc2ccccc2)C(c2ccco2)C1C(=O)c1cc2ccccc2o1 (configuration not stated),9,-3
C[C@H]1CN([C@@H](C)CO)C(=O)c2cccc(NS(=O)(=O)c3ccc(F)cc3)c2O[C@H]1CN(C)C(=O)NC1CCCCC1,-13,nt
O=c1[nH]c2cc(Cl)c(Cl)cc2[nH]c1=O,nt,0
Cc1nnc(C)n1/N=C/c1cc(Br)cc(Br)c1O,-11,nt
CC(C)NC(=O)Nc1ccc2c(c1)CC(=O)N([C@H](C)CO)C[C@@H](C)[C@@H](CN(C)Cc1ccc(Oc3ccccc3)cc1)O2,nt,1
C[C@@H]1CN([C@@H](C)CO)C(=O)Cc2cc(NS(=O)(=O)c3ccccc3)ccc2O[C@@H]1CN(C)C(=O)Nc1ccccc1,4,-1
COc1cc2c(cc1O)C(c1cccs1)N(Cc1cccc(OC(F)(F)F)c1)CC2 (configuration not stated),nt,-1

# An excerpt (hit frequency here may not be typical).
